AID inh = Primary qHTS assay for inhibitors of Activation Induced Cytidine Deaminase (AID): AID signal. Single-stranded DNA cytosine deaminase (Homo sapiens), Q9GZX7. AID deamination FRET fluorescence, UDG-coupled, 4 h. Potency, µM (top dose mostly 115 µM), for the others: at the highest dose activity change, negative = inhibition, most hits filed as inhibitors. 91,000 tested, 0.32% active. AID 1347428, 2020; further: nearly all actives have a fitted effect of over 25% in size
Target sequence (Q9GZX7 whole entry, looked up): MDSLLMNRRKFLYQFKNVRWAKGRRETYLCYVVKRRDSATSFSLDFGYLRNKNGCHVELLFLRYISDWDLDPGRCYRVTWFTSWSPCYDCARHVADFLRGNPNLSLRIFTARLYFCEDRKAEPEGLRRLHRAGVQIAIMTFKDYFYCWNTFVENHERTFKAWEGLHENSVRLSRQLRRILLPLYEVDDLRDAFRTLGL
UDG counter = Primary qHTS assay for inhibitors of Activation Induced Cytidine Deaminase (AID): UDG Counterscreen signal; Uracil-DNA glycosylase; FRET deamination/UDG coupled assay, UDG read, 4 h; Potency, µM (series often up to 115 µM), inactives show at the top dose activity change, negative = inhibition, usual class: inhibitors; 91,000 tested, 0.14% active; AID 1347430, 2020; further: nearly all actives have a fitted effect of over 65% in size
* hit, by the source's call; & = joins results of further samples; [ ] = another dose, or the depositor's remark. The call rests on the fitted dose curve; in most records, active means well fitted curve in the direction sought with a large enough effect; inconclusive means small, poorly fitted or top-dose-only effect, or another doubt; inactive means no such curve, though single readings can be large; an effect the other way counts as inactive or inconclusive. On the % scale 0 is the no-effect control and ±100 the full control effect; potency means the concentration at half of the fitted maximal effect. Some of the compounds tested; rates above refer to the full screens.

How did CCN1CCC(N(Cc2ccc3c(c2)OCO3)C(=O)Nc2cc(F)ccc2F)CC1 do in these assays?
AID inh: 13.9%; UDG counter: -14.7%

Results for CCOc1ccc(NC(=O)N2CCC(CN3CCC(C)CC3)CC2)cc1 ?
AID inh: -2.3%; UDG counter: -10.0%

How did COc1ccc(CCNC(=O)c2nc(-c3ccc(Cl)cc3)n3c2CCCCC3)c(OC)c1 do in these assays?
AID inh: inconclusive; UDG counter: -14.1%[57.5 µM]

What do the screens show for `COc1cc(OC)c(NC(=O)c2cnc(NCc3ccc4c(c3)OCO4)nc2C)cc1Cl`?
AID inh: 0.9%; UDG counter: -8.7%

How did COC(=O)c1cc(OC(=O)c2cc(OC)cc(OC)c2)cc(C(=O)OC)c1 do in these assays?
AID inh: -0.3%; UDG counter: -3.2%

Results for CCN1CCN(c2nc3c(c(=O)n(C)c(=O)n3C)n2CC(N)=O)CC1 ?
AID inh: 2.4%; UDG counter: 4.8%

What do the screens show for `Cc1cccc(-c2nc3c4c(-c5ccccc5)c(-c5ccccc5)oc4ncn3n2)c1`?
AID inh: 26.9%; UDG counter: 1.1%

Results for CC(=O)c1ccc(N2CCN(C(=O)CCS(=O)(=O)c3ccc4c(c3)oc(=O)n4C)CC2)cc1 ?
AID inh: 38.7%[activator][57.5 µM]; UDG counter: 5.5%[57.5 µM]

Results for CCN(CC)C(=S)SCC(=O)NC(=O)NC ?
AID inh: -8.7%; UDG counter: -12.0%

What do the screens show for `CCc1ccc(NC(=O)Cn2c(=O)n(-c3cc(C)cc(C)c3)c(=O)c3oc4ccccc4c32)cc1`?
AID inh: 7.0%; UDG counter: 5.0%

Results for CCCNCc1ccccc1C(F)(F)F ?
AID inh: -3.2%; UDG counter: -3.9%

What do the screens show for `CCOc1ccc(NC(=O)Cn2c(=O)n(-c3ccc(C)cc3)c(=O)c3cc(OC)c(OC)cc32)cc1`?
AID inh: 15.6%; UDG counter: 2.1%

How did COc1ccc(OCCn2c(NC(=O)c3cccs3)nc3ccccc32)cc1 do in these assays?
AID inh: -5.6%; UDG counter: 32.1%[activator]

How did Cc1cc(C)c2nc(-c3ccccc3)c(C)c(C(=O)O)c2c1 do in these assays?
AID inh: 3.2%; UDG counter: -5.6%

Results for COc1ccc(NC(=O)CSc2nc(Cl)nc3nc[nH]c23)cc1OC ?
AID inh: -4.4%; UDG counter: -4.1%

How did CC(C)(C)c1ccc(C(=O)NCC(c2ccco2)S(=O)(=O)c2ccccc2)cc1 (configuration not stated) do in these assays?
AID inh: inconclusive; UDG counter: -15.1%

How did CC(C)n1nc(C(=O)Nc2cc(C(F)(F)F)ccc2N2CCOCC2)c2ccccc2c1=O do in these assays?
AID inh: -3.9%; UDG counter: -8.5%

Results for O=C(Cn1c(=O)n(-c2ccccc2Cl)c(=O)c2sc3ccccc3c21)NC1CCCC1 ?
AID inh: -4.6%; UDG counter: -5.2%

What do the screens show for `Cc1nc(CC(=O)Nc2cc(Cl)ccc2C)cs1`?
AID inh: 9.3%; UDG counter: 0.7%[57.5 µM]

How did CC1CCN(c2nc3ccc(C(=O)NCCc4ccc(S(N)(=O)=O)cc4)cc3s2)CC1 do in these assays?
AID inh: -12.0%; UDG counter: 3.6%

What do the screens show for `CCCCN(CC)CCNC(=O)c1cc2c(=O)oc3ccc(C)cc3c2s1`?
AID inh: inconclusive; UDG counter: -8.6%

How did CCCCN(CC)CCNC(=O)CCn1cnc2onc(-c3ccc(F)cc3)c2c1=O do in these assays?
AID inh: 1.2%; UDG counter: -18.7%

How did COc1ccc(NC(=O)CSc2nc(-c3ccc(OC)cc3)cc(=O)[nH]2)cc1 do in these assays?
AID inh: -5.2%; UDG counter: inconclusive

Results for CN(C)S(=O)(=O)c1ccc2c(c1)cc(C(=O)NCC1CCCO1)n2C (configuration not stated) ?
AID inh: -7.0%; UDG counter: -5.8%

How did O=C(NC1CCCC1)c1cnn2c(C(F)(F)F)cc(-c3ccco3)nc12 do in these assays?
AID inh: -9.6%; UDG counter: -2.4%

How did CC(C)CCn1nnc2sc(-c3ccccc3)cc2c1=O do in these assays?
AID inh: 22.7%; UDG counter: -5.6%

Results for COc1ccc(C(=O)N2CCCCC2CCN2CCCCC2)cc1 (configuration not stated) ?
AID inh: 114.8%[activator]; UDG counter: -10.6%

What do the screens show for `CCOC(=O)C1=C(CNCc2ccccc2)NC(=O)NC1c1ccc(C)cc1` (configuration not stated)?
AID inh: -27.7%; UDG counter: -18.2%

What do the screens show for `O=C(Nc1ccc(Cl)cc1F)C12CC3CC(CC(C3)C1)C2`?
AID inh: -7.7%; UDG counter: 3.9%

What do the screens show for `COC(=O)c1ccc(NC(=O)C(=O)NCCc2csc(-c3ccc(C(F)(F)F)cc3)n2)cc1`?
AID inh: -4.6%; UDG counter: -4.3%[57.5 µM]

How did Cn1ncc(C(=O)NCc2ccccc2)c1-n1cccc1 do in these assays?
AID inh: -7.1%; UDG counter: -8.7%

Results for COc1cc2c(cc1OC)C(c1cccc(Cl)c1)CC(=O)N2 (configuration not stated) ?
AID inh: -0.4%; UDG counter: -6.0%

What do the screens show for `CC(C)(C)OC(=O)N1CCC(c2c(C(=O)NCc3ccc4c(c3)OCO4)cnn2-c2ccc(F)cc2F)CC1`?
AID inh: -24.7%; UDG counter: 74.1%[activator]

How did CCCCn1c(N)c(N(CCOC)C(=O)c2cccc(OC(F)F)c2)c(=O)[nH]c1=O do in these assays?
AID inh: 5.7%; UDG counter: -4.6%

How did COC(=O)c1cc2oc3ccccc3c2n1Cc1ccc(Cl)cc1 do in these assays?
AID inh: -18.6%; UDG counter: -7.8%

Results for O=C(CCc1ncc(-c2ccccc2F)o1)Nc1ccc2ccccc2n1 ?
AID inh: -3.3%; UDG counter: -1.9%

Results for CCCOc1ccc(-c2nc(SC)[nH]c(=O)c2C#N)cc1OC ?
AID inh: 12.2%; UDG counter: 18.5%

How did Cc1ccc2ccc3cc(C(=O)N4CCN(c5ccccc5)CC4)nc3c2[nH]1 do in these assays?
AID inh: 6.1%; UDG counter: -0.1%

How did CC(C)(C)[C@]1(O)CCN2C[C@H]3c4ccccc4CCc4cccc(c43)[C@@H]2C1 do in these assays?
AID inh: -17.6%&-20.2%; UDG counter: -10.0%&-15.5%

What do the screens show for `CC(=C\C(=O)O)/C(=C\c1ccc(Br)cc1)C(=O)O`?
AID inh: -10.8%; UDG counter: 3.7%

What do the screens show for `O=C(Cn1c(=O)n(Cc2ccccc2)c(=O)c2oc3ccccc3c21)Nc1ccc(Cl)cc1`?
AID inh: -8.7%; UDG counter: 3.1%

How did CNC(=O)c1ccc(-c2nc(CN3CCN(C(=O)Nc4ccc(OC)cc4)CC3)c(C)o2)cc1 do in these assays?
AID inh: -1.2%; UDG counter: 0.2%

How did Cc1ccc(N2C(=O)CSC23C(=O)N(CC(=O)Nc2ccccc2F)c2ccccc23)cc1C (configuration not stated) do in these assays?
AID inh: 7.3%; UDG counter: 4.2%

Results for Cc1cccc2cc(CN(Cc3cccnc3)C(=O)C(C)C)c(=O)[nH]c12 ?
AID inh: -5.3%; UDG counter: 3.8%

What do the screens show for `CCCN(Cc1cc(=O)[nH]c2ccccc12)C(=O)C(C)C`?
AID inh: 1.1%; UDG counter: 5.4%

How did Cc1c(C#N)c(NC(=O)CSc2nnc(C3CC3)n2-c2ccccc2)n(Cc2ccco2)c1C do in these assays?
AID inh: 46.4%[activator]; UDG counter: -6.6%

How did CCNc1nc(NC(C)CC)nc(Oc2ccc(C(=O)OC)cc2)n1 (configuration not stated) do in these assays?
AID inh: -12.2%; UDG counter: -3.7%

What do the screens show for `O=C(NCCSC1CCCC1)c1ccsc1`?
AID inh: -1.5%; UDG counter: -3.4%

How did CCN(CC)C(=S)SCc1csc(C)n1 do in these assays?
AID inh: -2.2%; UDG counter: -12.5%

What do the screens show for `Cc1ccc(C23CC4CC(CC(C4)C2)C3)cc1N`?
AID inh: 0.5%; UDG counter: -5.1%

What do the screens show for `CCN(CC)S(=O)(=O)c1ccc(C(=O)Nc2nc3ccc(Cl)cc3s2)cc1`?
AID inh: 24.8%; UDG counter: -9.9%

How did COc1cccc(OCc2cc(C3C(C#N)=C(N)Oc4n[nH]c(C)c43)ccc2OC)c1 (configuration not stated) do in these assays?
AID inh: 2.6%; UDG counter: -1.0%

How did O=[N+]([O-])c1ccc2cnn(-c3cccc(C(F)(F)F)c3)c2c1 do in these assays?
AID inh: -2.7%; UDG counter: -4.3%

What do the screens show for `COc1cccc(C2=CC(c3ccc(OC)c(OC)c3OC)n3ncnc3N2)c1` (configuration not stated)?
AID inh: -29.8%[57.5 µM]; UDG counter: -6.0%[57.5 µM]

What do the screens show for `Cc1ccccc1CSc1cn(CC(=O)N2CCCCC2)c2ccccc12`?
AID inh: 8.5%; UDG counter: -10.4%

Results for Cc1c(C(=O)O)c2cc(O)ccc2n1-c1ccccc1 ?
AID inh: 0.7%; UDG counter: -7.4%

Results for CC1CC(NC(=O)NCCCCCCNC(=O)NC2CC(C)CC(C)(C)C2)CC(C)(C)C1 (configuration not stated) ?
AID inh: -1.6%; UDG counter: -3.9%

How did CN(C1CCCCC1)S(=O)(=O)c1ccc2c(c1)c(=O)c(C(=O)N1CCN(c3ccccc3)CC1)cn2C do in these assays?
AID inh: 6.8%[57.5 µM]; UDG counter: -5.4%[57.5 µM]

Results for COc1ccc(S(=O)(=O)NCC(c2cccs2)S(=O)(=O)c2ccccc2)cc1OC (configuration not stated) ?
AID inh: -10.0%; UDG counter: -4.2%

How did O=C(Cc1cccc2ccccc12)Oc1ccc(Cl)c2ccccc12 do in these assays?
AID inh: 3.6%; UDG counter: 3.2%

Three structures out of the list, sorted by formula weight, smallest number first.
Results for Cc1c(C(=O)O)c2cc(O)ccc2n1-c1ccccc1 ?
AID inh: 0.7%; UDG counter: -7.4%

How did O=[N+]([O-])c1ccc2cnn(-c3cccc(C(F)(F)F)c3)c2c1 do in these assays?
AID inh: -2.7%; UDG counter: -4.3%

How did CN(C1CCCCC1)S(=O)(=O)c1ccc2c(c1)c(=O)c(C(=O)N1CCN(c3ccccc3)CC1)cn2C do in these assays?
AID inh: 6.8%[57.5 µM]; UDG counter: -5.4%[57.5 µM]

Next part:
How did O=C1C(Nc2ccccc2)=CC(c2ccccc2)N1c1ccccc1 (configuration not stated) do in these assays?
AID inh: 3.3%; UDG counter: -4.3%

Results for COc1ccc(NC(=O)c2ccc3nc(C(C)C)oc3c2)cc1OC ?
AID inh: 18.4%; UDG counter: -11.6%

How did Cn1c(=O)n(C)c2cc(NS(=O)(=O)c3ccc(C(C)(C)C)cc3)c(NCc3ccccc3)cc21 do in these assays?
AID inh: 59.3%[activator]; UDG counter: -19.7%

Results for CCOc1ccc(-c2nnc(SCC(=O)NC(C)CC)nc2-c2ccc(OCC)c(OC)c2)cc1OC (configuration not stated) ?
AID inh: 10.2%; UDG counter: 25.3%

Results for CCOC(=O)c1oc2c(c1C)/C(=N\OC(C)=O)CCC2 ?
AID inh: -1.4%; UDG counter: -1.6%

Results for O=C(CN1CCCC1c1cccs1)C12CC3CC(CC(C3)C1)C2 (configuration not stated) ?
AID inh: -0.5%; UDG counter: -3.6%

Results for CCc1ccccc1NC(=O)c1cc(S(=O)(=O)N2CCCc3ccccc32)ccc1F ?
AID inh: -1.0%; UDG counter: 0.4%

Results for COc1ccc(CN2CCCN(C(=O)c3cn(C)nc3-c3ccc4c(c3)OCCCO4)CC2)cc1 ?
AID inh: -0.9%; UDG counter: 1.3%

How did O=C(NC1CC1)C(Sc1cc(Cl)ccc1Cl)c1ccccc1 (configuration not stated) do in these assays?
AID inh: 2.4%; UDG counter: -1.9%

What do the screens show for `COc1cc(C(=O)Nc2ncccc2C)cc(Cl)c1OC(C)C`?
AID inh: 0.4%; UDG counter: 8.8%

What do the screens show for `O=c1cc(N2CCOCC2)oc2c(-c3ccccc3)cccc12`?
AID inh: -16.8%; UDG counter: 3.7%

Results for CCN(CC)CCOC(=O)c1c(C)n(C)c2ccc(OC)cc12 ?
AID inh: -14.0%; UDG counter: 6.0%

How did N#Cc1nc(-c2ccccc2Cl)oc1NC1CC1 do in these assays?
AID inh: -7.9%; UDG counter: -3.3%

Results for COc1ccc(C(=O)NCCc2sc(-c3ccc(Cl)cc3)nc2C)c(OC)c1 ?
AID inh: inconclusive; UDG counter: inconclusive

Of the compounds above, eight have an NH in an aromatic ring:
Results for COc1ccc(NC(=O)CSc2nc(Cl)nc3nc[nH]c23)cc1OC ?
AID inh: -4.4%; UDG counter: -4.1%

How did COc1ccc(NC(=O)CSc2nc(-c3ccc(OC)cc3)cc(=O)[nH]2)cc1 do in these assays?
AID inh: -5.2%; UDG counter: inconclusive

How did CCCCn1c(N)c(N(CCOC)C(=O)c2cccc(OC(F)F)c2)c(=O)[nH]c1=O do in these assays?
AID inh: 5.7%; UDG counter: -4.6%

Results for CCCOc1ccc(-c2nc(SC)[nH]c(=O)c2C#N)cc1OC ?
AID inh: 12.2%; UDG counter: 18.5%

How did Cc1ccc2ccc3cc(C(=O)N4CCN(c5ccccc5)CC4)nc3c2[nH]1 do in these assays?
AID inh: 6.1%; UDG counter: -0.1%

Results for Cc1cccc2cc(CN(Cc3cccnc3)C(=O)C(C)C)c(=O)[nH]c12 ?
AID inh: -5.3%; UDG counter: 3.8%

What do the screens show for `CCCN(Cc1cc(=O)[nH]c2ccccc12)C(=O)C(C)C`?
AID inh: 1.1%; UDG counter: 5.4%

How did COc1cccc(OCc2cc(C3C(C#N)=C(N)Oc4n[nH]c(C)c43)ccc2OC)c1 (configuration not stated) do in these assays?
AID inh: 2.6%; UDG counter: -1.0%

Screening data: PubChem, National Center for Advancing Translational Sciences (NCATS)
